HEK293 viab = GF-AFC viability counterscreen for inhibitors of alpha-synuclein gene (SNCA) expression; HEK-293-SNCA-luc viability, GF-AFC fluorescence, 24 h; Potency, µM (series often up to 57.1 µM), for inactives: at the highest dose activity change, negative = cytotoxicity, usual class: cytotoxic; hit rate 0.12% among 150,000; AID 1671193, 2021;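 further: potency means the concentration at half of the fitted maximal effect; 0% = DMSO-treated cells and -100% = medium-only wells without cells; nearly all actives have a fitted effect of over 30% in size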
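Cytotoxicity counterscreen: after 24 h compound treatment of genome-edited SNCA-luciferase HEK-293 cells, live-cell protease substrate GF-AFC read by fluorescence after 30 min; activity scaled between DMSO (0%) and medium-only (-100%), curves Hill-fitted.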
IP6K1 inh = Primary qHTS assay for small molecule inhibitors of Inositol hexaphosphate kinase 1 (IP6K1); activity change, % (series mostly up to about 58 µM); Inositol hexakisphosphate kinase 1 (Homo sapiens), Q92551; hit rate 0.81% among 140,000; IP6K1 kinase, ADP-Glo luminescence, 2 h; hits give low values; in the data active means activity change below about -25%
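ADP-Glo luminescence measures ADP made by human IP6K1 during a 2 h RT reaction with ATP/IP6 (mix at 1.3 mM/130 uM); top library doses 57.5 and 19.1 uM final.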
SNCA expr inhib = Primary qHTS assay for inhibitors of alpha-synuclein gene (SNCA) expression; hit rate 0.17% among 140,000; AID 1671194, 2021; Potency, µM (highest dose often 57.2 µM), without a hit: at the highest dose activity change, negative = inhibition, most hits filed as inhibitors; HEK-293 SNCA-luciferase knock-in, luminescence, 24 h;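 further: potency means the concentration at half of the fitted maximal effect; plate controls were DMSO cells for no effect and cell-free wells for full effect; nearly all actives have a fitted effect of over 45% in size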
3T3 cytotox = Cytotoxic Profiling in NIH 3T3 Cell Line of Diverse Libraries Using Quantitative High-Throughput Screening | NIH 3T3 viability, CellTiter-Glo ATP luminescence, 48-72 h | hit rate 4.3% among 94,000 | Potency, µM (doses to about 96.7 µM), without a hit: at the top dose activity change, negative = cytotoxicity, usual class: inhibitors; further: potency means the concentration at half of the fitted maximal effect; nearly all actives have a fitted effect of over 55% in size
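NIH 3T3 cells at 400 cells/well received 23 nL of compound by pintool and were incubated 48 or 72 h at 37 °C. Viability was read as ATP-coupled CellTiter-Glo luminescence.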
FLuc inh = Firefly luciferase inhibition profiling of diverse chemical library using quantitative high-throughput screening | AID 1347043, 2019 | hit rate 2.5% among 76,000 | Luciferin 4-monooxygenase (Photinus pyralis), P08659 | purified P. pyralis luciferase, luminescence, biochemical | Potency, µM (top dose mostly 115 µM), for inactives: at the top dose activity change, negative = inhibition, most hits filed as inhibitors; further: potency means the concentration at half of the fitted maximal effect; nearly all actives have a fitted effect of over 65% in size
Target sequence (P08659 whole entry, looked up): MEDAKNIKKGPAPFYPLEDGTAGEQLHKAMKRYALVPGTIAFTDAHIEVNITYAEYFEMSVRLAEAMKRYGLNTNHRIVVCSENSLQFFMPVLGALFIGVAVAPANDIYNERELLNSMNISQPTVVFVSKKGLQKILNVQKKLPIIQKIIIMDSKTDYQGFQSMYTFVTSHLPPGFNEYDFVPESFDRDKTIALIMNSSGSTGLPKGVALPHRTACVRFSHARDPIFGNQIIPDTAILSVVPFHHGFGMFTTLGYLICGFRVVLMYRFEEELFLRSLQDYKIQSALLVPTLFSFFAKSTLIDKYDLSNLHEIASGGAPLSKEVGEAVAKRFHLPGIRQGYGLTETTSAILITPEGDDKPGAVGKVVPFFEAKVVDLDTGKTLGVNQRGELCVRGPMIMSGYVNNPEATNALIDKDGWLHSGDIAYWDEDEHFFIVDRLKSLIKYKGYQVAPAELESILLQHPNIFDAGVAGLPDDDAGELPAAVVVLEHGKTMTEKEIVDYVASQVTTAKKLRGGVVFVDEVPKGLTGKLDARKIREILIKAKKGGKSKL
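Luminescence read by CCD imager after adding enzyme (10nM final) to wells holding compound, titrated in qHTS. Substrates 10uM each D-luciferin and ATP; buffer 50mM Tris acetate pH 7.5, 10mM Mg acetate, Tween-20, BSA.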
GPT2 inhibitor = Primary qHTS assay for inhibitors of Glutamate pyruvate transaminase 2 (GPT2); Alanine aminotransferase 2 (Homo sapiens), Q8TD30; Recombinant GPT2, coupled pyruvate oxidase/HRP Amplex Red fluorescence; Potency, µM (doses to about 57.7 µM), for the others: at the highest dose activity change, negative = inhibition, hits mostly inhibitors; hit rate 0.25% among 100,000; AID 1671188, 2021; further: potency means the concentration at half of the fitted maximal effect; nearly all actives have a fitted effect of over 60% in size; many of its hits are not listed in these tables
Target sequence (Q8TD30 whole entry, looked up): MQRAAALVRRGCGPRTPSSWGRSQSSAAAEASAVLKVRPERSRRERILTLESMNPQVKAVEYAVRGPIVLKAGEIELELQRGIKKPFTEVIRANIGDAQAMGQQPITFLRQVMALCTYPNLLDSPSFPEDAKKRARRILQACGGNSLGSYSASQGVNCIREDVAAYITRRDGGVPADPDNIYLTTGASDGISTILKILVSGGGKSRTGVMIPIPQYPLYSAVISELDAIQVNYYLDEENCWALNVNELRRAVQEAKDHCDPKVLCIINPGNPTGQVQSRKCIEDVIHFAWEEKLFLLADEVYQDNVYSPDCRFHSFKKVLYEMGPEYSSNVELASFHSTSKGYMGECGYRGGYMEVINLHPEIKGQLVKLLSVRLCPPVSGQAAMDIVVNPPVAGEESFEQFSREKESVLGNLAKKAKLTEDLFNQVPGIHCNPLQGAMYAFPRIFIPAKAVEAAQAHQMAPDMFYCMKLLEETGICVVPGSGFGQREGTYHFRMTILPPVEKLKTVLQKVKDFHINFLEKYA
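Inhibition is scored from Amplex Red fluorescence generated when pyruvate oxidase and HRP act on pyruvate released by GPT2. Reactions contain 10ng/uL enzyme, 250uM a-KG and 2mM L-alanine and run 30 min at room temperature.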
HEK293 tox = Cytotoxic Profiling in HEK 293 Cell Line of Diverse Libraries Using Quantitative High-Throughput Screening; HEK 293 viability, ATP luminescence (CellTiter-Glo), 48-72 h; Potency, µM (titrated, usually from 115 µM), inactives show top-dose activity change, negative = cytotoxicity, most hits filed as inhibitors; hit rate 6.6% among 94,000; AID 1345083, 2018; further: potency means the concentration at half of the fitted maximal effect; nearly all actives have a fitted effect of over 60% in size
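Luminescence from cellular ATP, measured with CellTiter-Glo, indicates HEK 293 viability. Cells plated at 250 cells/well are treated with compound for 48 or 72 hr at 37 degree Celsius before reagent addition.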
Numbers without * were called inactive; i = inactive; ? = inconclusive; . = no result given; [ ] = another dose, or the depositor's remark. Unless noted, the call rests on the fitted dose curve; in most records, active means well fitted curve in the direction sought with a large enough effect; inconclusive means small, poorly fitted or top-dose-only effect, or another doubt; inactive means no such curve, though single readings can be large; an effect the other way counts as inactive or inconclusive. Unless noted, on the % scale 0 is the no-effect control and ±100 the full control effect.

SMILES	HEK293 viab	IP6K1 inh	SNCA expr inhib	3T3 cytotox	FLuc inh	GPT2 inhibitor	HEK293 tox
COc1ccccc1Nc1ccnc(N2CCCC(C(=O)NCC(F)F)C2)n1 (stereo not given)	20%[12.5 µM]	3	1%	?	.	i	?
COc1ccc(CN2C(=O)O[C@@H]3CN(S(=O)(=O)N(C)C)C[C@@H]32)cc1OC	-3%	16	27%	-1%	1%	-6%	i
O=C(NCc1ccc(F)cc1)c1ccc2c(c1)N(Cc1ccc(F)cc1Cl)C(=O)CS2	5%	-2	15%	.	.	.	.
COc1ccc(CN2CCC3(CC2)Cc2ccccc2CNC3=O)cc1OC	2%	-5	-11%	-11%	.	-6%	-23%
O=C1CC2(CCN(C(=O)C3CCCN(C(=O)c4ccccc4)C3)CC2)Oc2ccccc2N1 (stereo not given)	-9%	-3	21%	?	.	?	?
Cc1nn(-c2ccccc2)c2c1C(C(C)C)N(C1CCCN(C(=O)Nc3ccccc3)C1)C2=O (stereo not given)	.	23	.	?	.	.	?
CCOC(=O)C1=C(CN2CCN(C)CC2)NC(=O)NC1c1ccc(F)cc1 (stereo not given)	-3%	13	7%	.	.	.	.
CSc1ccc(CNC(=O)C2CCCN(S(=O)(=O)N(C)c3ccc(F)cc3)C2)cc1 (stereo not given)	-10%	-5	-13%	.	.	.	.
COCCC(=O)N1CCCCCNC(=O)[C@@H]2CCC[C@@H]21	7%	-2	0%	-8%	-13%	-14%	1%
CCC1c2nccn2CCCN1C(=O)c1cc(C)n(CCCOC)c1C (stereo not given)	17%	4	10%	-16%	-7%	?	-3%
COCC1CN(C(C)=O)CC12CCN(Cc1c[nH]c3ccccc13)CC2 (stereo not given)	-9%	4	-13%	-7%	1%	2%	-6%
CCOC(=O)C(Cc1cccc(N2CCN([S+](=O)([O-])c3ccccc3Cl)CC2)c1)OC (stereo not given)	.	12	.	?	.	.	?
O=[N+]([O-])c1cc(-c2nc(-c3ccccc3)no2)ccc1N1CCOCC1	6%	-18	?	.	.	.	.
O=C(c1ccc(OC(F)(F)F)cc1)N1CCC(N2CC3CC(C2)[C@H]2CCCC(=O)N2C3)CC1 (stereo not given in full)	5%	3	-14%	5%	-4%	-9%	8%
COc1ccc2c(c1)c1c(c(=O)n(CCc3ccccc3)c(=O)n1Cc1ccc(F)cc1)n2C	0%	11	-9%	.	.	.	.
CN1CCC(N[C@@H]2CCC[C@@H](C(=O)N(C)Cc3cccnc3)CC(=O)N(C)C2)CC1	-4%[87.6 µM]	-10	-15%[87.6 µM]	i	-4%[172 µM]	-2%[88.5 µM]	2%[172 µM]
O=C(CCc1ccc(CC2CCN(C(=O)c3cccs3)CC2)cc1)NC1CC1	2%	24	-17%	?	.	i	?
CC(=O)N[C@@H](Cc1c[nH]c2ccccc12)C(=O)OCc1cc(C(F)(F)F)cc(C(F)(F)F)c1	0%	.	-17%	.	.	-11%	.
COCCCNC(=O)c1c[nH]c2ncccc12	4%[87.6 µM]	3	8%[87.6 µM]	i	-9%[230 µM]	4%[88.5 µM]	i
CC(C)CCN1CCC(C2CCN(Cc3ccccn3)C2)CC1 (stereo not given)	3%	-1	-8%	1%	11%	i	15%
Cc1nn(CCC(=O)Nc2cccc(C#N)c2)c(C)c1S(=O)(=O)N1CCC(C)CC1	-4%	-7	-3%	.	.	.	.
CC(=O)c1cc2c(cc1N/C(=N/S(=O)(=O)c1ccc(C)cc1)c1ccc(Cl)cc1)OCO2	-1%	-15	30%	.	.	.	.
COc1ccc(C(=O)NC2CCN(c3nc4ncccc4o3)CC2)cc1	?	-10	-10%	-4%	-2%	i	-3%
CCOC(=O)c1ccc(NC(=O)CCc2c(C)nc3cc(-c4ccc(OC)cc4OC)nn3c2C)cc1	3%	4	43%[activator]	.	.	.	.
CN(C)c1ccc(NC(=O)Cn2c(SCc3ccccc3F)nc3cccnc32)cc1	-13%	0	37%[activator]	.	.	.	.
COc1ccc2c3c1CN(C(=O)Cc1cccs1)CC3=CC(C)(C)CO2	.	18	.	?	.	.	?
CCCCOC(=O)N1CCC2(CC1)NC(=O)[C@H](O)[C@@H]2C(=O)OCC	.	8	.	?	.	.	-26%
CNC(=O)[C@H]1C[C@H](Oc2ccccc2)CN1C(=O)NCCc1ccccc1	-3%	30	5%	-5%	4%	i	-27%
C#CCNC(=O)C1CCCN(c2nc3ncccc3o2)C1 (stereo not given)	4%[87.6 µM]	4	-18%[87.6 µM]	-7%[138 µM]	-2%[172 µM]	0%[88.5 µM]	i
CCC(CC)CN1C[C@]23C=C[C@H](O2)C(C(=O)N(C)Cc2nccs2)C3C1=O (stereo not given in full)	6%	2	6%	-8%	-3%	?	3%

Overlap with the part before: two entries, then new ones.
SMILES	HEK293 viab	IP6K1 inh	SNCA expr inhib	3T3 cytotox	FLuc inh	GPT2 inhibitor	HEK293 tox
C#CCNC(=O)C1CCCN(c2nc3ncccc3o2)C1 (stereo not given)	4%[87.6 µM]	4	-18%[87.6 µM]	-7%[138 µM]	-2%[172 µM]	0%[88.5 µM]	i
CCC(CC)CN1C[C@]23C=C[C@H](O2)C(C(=O)N(C)Cc2nccs2)C3C1=O (stereo not given in full)	6%	2	6%	-8%	-3%	?	3%
COc1ccc(C2=NOC3(CCCN(C(=O)C4CCCCC4)C3)C2)cc1 (stereo not given)	?	5	42%[activator]	-29%	.	?	?
O=C(NC1CCCCC1)N1c2ccccc2CC1c1noc(C2CCOCC2)n1 (stereo not given)	-15%	13	24%	-14%	-11%	-24%	-21%
CC(C)C(C(=O)N1CCCC1C(=O)O)N(C)C(=O)C(O)Cc1ccccc1 (stereo not given)	-12%	-5	.	.	.	i	.
COc1ccc(CCNC(=O)C2CCCN(c3ccnc4ccnn34)C2)cc1 (stereo not given)	-8%	9	3%	-25%	.	i	-9%
Cn1cc(C(=O)NCc2ccccc2)c(=O)c2cc(S(=O)(=O)N3CCCCCC3)ccc21	-3%	0	-23%	.	.	.	.
COCC1CN(Cc2ccc(C(F)(F)F)cc2)CC12CCNCC2 (stereo not given)	-4%	13	-7%	?	-5%	i	?
O=C(COc1ccccc1)N1CC[C@H](c2nnc(-c3ccccc3)o2)C1	-10%[87.6 µM]	0	19%[87.6 µM]	?	0%[172 µM]	i	-1%[172 µM]
O=C(N[C@@H]1CN(C(=O)c2cc(-c3ccc(F)cc3)n[nH]2)CC[C@@H]1CO)C1CC1	6%[12.5 µM]	9	29%	-23%	-16%	i	i
CCCC(C)C(=O)N1CCn2nc(C(=O)Nc3ccccc3)cc2C1 (stereo not given)	-4%	4	36%[activator]	-18%	-19%	-15%[11.5 µM]	35µM*
Cc1ccc(-c2ccc3nnc(CNC(=O)Cc4cccs4)n3n2)cc1C	0%	9	18%	-28%	9%	2%	-17%
COc1ccc(NC(=O)c2oc3c(c2C)-c2nn(Cc4ccccc4Cl)cc2CC3)cc1OC	-9%	-7	-12%	.	.	.	.
COc1ccc(N2CC(C(=O)N3CCCOCC3)CC2=O)cc1Cl (stereo not given)	4%	-18	9%	-8%	-5%	0%	2%
CC(=O)N1CC2(CCN(Cc3ccccn3)CC2)Cc2ccccc21	4%	3	-8%	i	.	i	i
Cc1noc(C)c1S(=O)(=O)N1CCC(N(C(=O)C2CC2)C2CCOCC2)CC1	-5%	-11	?	-8%	8%	i	1%
CNc1nc(-c2ccc3c(N)n[nH]c3c2)cc(N2CC(C(=O)NC3CCCCC3)CCC2C)n1 (stereo not given)	-39%	-5	.	.	.	?	.
O=C(NCc1ccco1)c1ccc(Cn2ccn3nc4c(c3c2=O)CCCC4)cc1	-1%	-8	3%	?	-6%	-14%	?
O=C(CNS(=O)(=O)c1ccc(Br)s1)N1CCN(c2ccccc2F)CC1	7%	2	-27%	.	.	.	.
COc1ccc(C(=O)N2CCCCC2c2n[nH]c(C)n2)cc1 (stereo not given)	-1%	0	-2%	i	4%	i	-4%
COCCCNC(=O)C(NC(=O)c1ccccc1C)C1CCN(C(=O)CCc2ccccc2)CC1 (stereo not given)	-1%	-11	9%	-20%	-1%	i	-2%
CC(C)CNc1ccc2nnc(-c3ccccn3)n2n1	-6%[87.6 µM]	-9	-10%[87.6 µM]	?	14%[230 µM]	i	-39%[230 µM]
Cc1cccnc1CN1C[C@@H](F)[C@@H](OCc2nc3ccc(F)cc3[nH]2)C1	-2%[87.6 µM]	-1	32%[87.6 µM]	?	3%[172 µM]	1%[88.5 µM]	?
NC(=O)[C@H](CC1CCCCC1)NC(=O)[C@H]1CNCCN1C(=O)c1cccs1	3%[87.6 µM]	-3	14%[87.6 µM]	-1%[174 µM]	-6%[172 µM]	i	-7%[172 µM]
C=CCOCC(O)CN1CCC(=O)N(C2CCCC2)Cc2c1ccc(OC)c2OCC=C (stereo not given)	.	-10	.	-25%	.	.	?
CCN(CC)Cc1cnc2c(C(=O)NCCc3ncc[nH]3)cnn2c1	0%	32	?	-18%	2%	i	-10%
CNC(=O)[C@@H]1CN(C(=O)c2cc(OC)cc(OC)c2)C[C@H]1COC	8%	14	11%	-16%	-4%	-14%	-6%
COc1ccc(C)cc1-n1c(-c2ccc(C)cc2)cc2c1CC(C)(C)CC2=O	9%	-3	-6%	.	.	.	.
COc1cccc(CN2C[C@]34C=C[C@H](O3)C(C(=O)N3CCCCC3)C4C2=O)c1 (stereo not given in full)	-22%	26	-19%	1%	0%	4%[11.5 µM]	4%
Cc1ccc(CNC(=O)N2CCN(C(=O)N3CC4CC(C3)[C@H]3CCCC(=O)N3C4)CC2)cc1 (stereo not given in full)	10%	16	6%	-23%	0%	-3%	-23%
COc1ccc(-c2nc3cc(C)ccc3cc2CN2CCC[C@@H]2CO)cc1OC	0%	17	-9%	?	-2%	-6%	?
COc1ccc(F)cc1S(=O)(=O)N1[C@@H]2CC[C@H]1CC(NC(=O)c1ccc(F)cc1)C2 (stereo not given in full)	5%	16	?	-24%	-3%	i	2%
CCC(=O)N1Cc2ccccc2CC2(CCCCN2CC2CCOCC2)C1 (stereo not given)	6%	-13	-7%	i	.	i	-3%
O=C(NC1CC(=O)N(c2ccc(F)cc2)C1)C1CCCCC1 (stereo not given)	-2%	21	31%[activator]	.	.	.	.

A few values from the entries so far.
Entry for COc1ccc(-c2nc3cc(C)ccc3cc2CN2CCC[C@@H]2CO)cc1OC in GPT2 inhibitor: -6%
Entry for Cc1cccnc1CN1C[C@@H](F)[C@@H](OCc2nc3ccc(F)cc3[nH]2)C1 in IP6K1 inh: -1
Entry for O=C(NC1CC(=O)N(c2ccc(F)cc2)C1)C1CCCCC1 (stereo not given) in SNCA expr inhib: 31%[activator]

Screening results: PubChem, National Center for Advancing Translational Sciences (NCATS)

These rows are one share of the data. The share of hits here may be higher or lower than overall.
